Mito fusion act = blocks mitochondrial division or promotes mitochondrial fusion. S. cerevisiae fusion-defective mutant growth rescue, CellTiterGlo 48 h. Potency, µM (titrated, usually from 46.1 µM), inactives show at the highest dose growth rescue (activation), usual class: activators. actives 0.23% (n = 320,000). AID 485298;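 also: potency is read from the fitted curve at half-maximal effect; % of control where 0% means no effect; nearly all actives have a fitted effect of over 45% in size; temperature-sensitive fusion mutants such as fzo1-1 at 37 °C on non-fermentable ethanol glycerol medium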
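Yeast fusion mutant, YPEG (non-fermentable carbon), compound, 48 h at 37C non-permissive; CellTiterGlo added, 10 min RT, luminescence read. Rescued growth = division inhibition.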
Tb PFK inh = blocks T. brucei phosphofructokinase; O15648; T. brucei PFK, ADP-Glo luminescence; Potency, µM (top dose mostly 57.5 µM), for the others: at the highest dose activity, negative = inhibition, hits mostly inhibitors; actives 0.17% (n = 330,000); AID 485367;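 also: potency is read from the fitted curve at half-maximal effect; 0% = uninhibited 1x PFK enzyme wells and -100% = no-enzyme wells; nearly all actives have a fitted effect of over 60% in size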
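Activity is normalized to no-enzyme wells (full inhibition) and 1.25 nM enzyme wells (no inhibition). Reaction: 0.5 mM F6P, 0.1 mM ATP, 45 min RT, ADP-Glo luminescence; concentration-response curves fitted and classed by quality.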
PTAP TSG101 blk = blocks PTAP/TSG101 interaction to inhibit HIV-1 budding | Q99816 | Fluorescence polarization, FITC-PTAP peptide / Tsg101 binding | Potency, µM (top dose mostly 115 µM), for inactives: at the highest dose activity change, negative = inhibition, hits mostly inhibitors | 340,000 tested, under 10 active; active = well fitted inhibition curve with a large enough effect in the main read-out, with a control signal flat, not every such curve was filed as active; inconclusive = small, poorly fitted or top-dose-only effect, or effect the other way, or a change in a side signal; inactive = no such curve, though single readings can be large or run the other way; also: potency is read from the fitted curve at half-maximal effect; % of control where 0% means no effect
Target sequence (Q99816 whole entry, looked up): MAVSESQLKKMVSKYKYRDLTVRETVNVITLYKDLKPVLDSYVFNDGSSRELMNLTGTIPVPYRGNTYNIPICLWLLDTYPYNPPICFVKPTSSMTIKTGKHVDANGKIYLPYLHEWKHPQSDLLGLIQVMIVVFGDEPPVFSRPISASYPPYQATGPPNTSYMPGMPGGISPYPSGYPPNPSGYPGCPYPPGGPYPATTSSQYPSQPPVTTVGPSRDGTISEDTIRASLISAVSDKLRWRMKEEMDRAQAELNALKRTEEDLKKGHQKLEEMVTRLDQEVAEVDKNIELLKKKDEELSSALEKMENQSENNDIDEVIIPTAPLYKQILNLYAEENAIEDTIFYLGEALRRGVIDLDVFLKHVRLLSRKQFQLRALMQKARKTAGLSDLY
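Fluorescence polarization binding of Tsg101 binding domain (10 uM final) to FITC-labeled PTAP peptide (50 nM final) in HEPES pH 7.5 buffer with NaCl, Tween 20, EDTA, TCEP. Compounds added before peptide; binding 20 min at RT.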
S-ASM inh = inhibitors of human secretory acid sphingomyelinase. P17405. placental ASM, HMU-PC fluorogenic substrate, 60 min. Potency, µM (series often up to 57.5 µM), inactives show at the top dose activity change, negative = inhibition, hits mostly inhibitors. actives 0.006% (n = 340,000); also: potency is read from the fitted curve at half-maximal effect
Target sequence (P17405 47-631 limits assumed): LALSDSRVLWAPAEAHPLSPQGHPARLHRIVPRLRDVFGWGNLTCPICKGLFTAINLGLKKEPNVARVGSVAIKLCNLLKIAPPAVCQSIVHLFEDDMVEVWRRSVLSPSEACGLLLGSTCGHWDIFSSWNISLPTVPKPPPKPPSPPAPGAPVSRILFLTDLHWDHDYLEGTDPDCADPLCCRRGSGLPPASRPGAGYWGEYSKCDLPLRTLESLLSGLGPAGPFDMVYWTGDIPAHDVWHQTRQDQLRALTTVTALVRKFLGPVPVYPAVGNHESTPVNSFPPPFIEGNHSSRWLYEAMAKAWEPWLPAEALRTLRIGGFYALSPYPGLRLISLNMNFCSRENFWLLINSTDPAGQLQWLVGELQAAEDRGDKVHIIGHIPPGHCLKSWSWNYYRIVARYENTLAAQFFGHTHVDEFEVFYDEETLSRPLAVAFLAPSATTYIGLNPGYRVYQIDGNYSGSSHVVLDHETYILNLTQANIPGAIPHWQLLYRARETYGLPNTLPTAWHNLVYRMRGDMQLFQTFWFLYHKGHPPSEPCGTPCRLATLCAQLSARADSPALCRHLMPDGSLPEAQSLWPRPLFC
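HMU-PC0 cleavage (9 uM final) by human placental ASM, 60 min at 37 °C following 10 min compound exposure at RT; stopped at pH 10, fluorescence Ex 386/Em 447 nm.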
ELG1 DNA repair = blocks ELG1-dependent DNA repair in HEK293T cells; Potency, µM (series often up to 46.1 µM), for the others: at the top dose activity change, negative = inhibition, actives largely listed as inhibitors; AID 504467; actives 2.3% (n = 330,000); HEK293T ELG1-luciferase reporter, luminescence, 16 h; DNA damage induced by 5-fluorouridine; also: potency is read from the fitted curve at half-maximal effect; % is scaled to controls: 0 for no effect and ±100 for the full control effect; nearly all actives have a fitted effect of over 55% in size
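5-Fluorouridine DNA damage + compound/DMSO, 2,000 cells/well, 16 h, 37 °C/5% CO2. ONE-Glo, 30 min RT, luminescence. Readout = decrease in reporter signal.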
A-T KAP1 phos = candidate therapy for ataxia-telangiectasia; […] A-T fibroblasts, KAP-1 phosphorylation AlphaLISA; neocarzinostatin DNA damage 30 min before lysis; Potency, µM (series often up to 57.5 µM), inactives show at the highest dose activation, actives largely listed as activators; actives 0.19% (n = 320,000); also: potency is read from the fitted curve at half-maximal effect; % of control where 0% means no effect; nearly all actives have a fitted effect of over 45% in size
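ATM-like activity read as KAP-1 phosphorylation via AlphaLISA donor/acceptor antibody pairs after lysis and 6 hr at 25C. Cells were ATM-null patient fibroblasts ([…], hTERT), dosed 60 min, then exposed to the DSB inducer NCS for 30 min.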
BCR signal inh = inhibitors of chronic active B-cell receptor signaling; ABC-DLBCL IkBa-CBG/CBR reporter, luminescence ratio, 4 h; Potency, µM (titrated, usually from 46.1 µM), for the others: top-dose ratio change, negative = lower green/red ratio, usual class: inhibitors; actives 0.05% (n = 340,000); active = well fitted inhibition curve with a large enough effect in the signal ratio, with a control signal flat, not every such curve was filed as active; inconclusive = small, poorly fitted or top-dose-only effect, or effect the other way, or a change in a side signal; the % refers to the signal ratio;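 also: potency is read from the fitted curve at half-maximal effect; plate controls were basal doxycycline-induced cells for no effect and cells given 10 µM MG132 for full effect; MG132 reads +100%, hits lower the ratio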
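Cell line TMD8 (human ABC DLBCL), stably expressing tet-inducible CBG68-IkBa fusion and CBR; IMDM/0.5% FBS; cpd up to 46 uM; dox induction, 4 h, 37C/5% CO2; dual luminescence; green/red ratio; MG132 control.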
Eya2 phos inh = blocks the phosphatase activity of human Eya2 | O00167 | Potency, µM (top dose mostly 76.9 µM), for inactives: at the top dose activity, negative = inhibition, actives largely listed as inhibitors | recombinant Eya2, OMFP fluorescence dephosphorylation (OMFP is methylfluorescein phosphate) | AID 488837 | actives 0.006% (n = 330,000); also: potency is read from the fitted curve at half-maximal effect; % is scaled to controls: 0 for no effect and ±100 for the full control effect
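Eya2 (0.2 uM) preincubated 10 min at ambient with compound, then OMFP substrate added at 50 uM; 10 min reaction in 50 mM HEPES pH 7.5, 50 mM NaCl, 5 uM MgCl2, 0.05% BSA, 1 mM DTT. Fluorescence read at Ex 485/Em 525 nm.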
a7 integrin act = activates integrin-mediated alleviation for muscular dystrophy. alpha7betagal myoblasts, beta-gal FDG fluorescence, 48 h. Potency, µM (series often up to 38.3 µM), for inactives: at the top dose activation, hits mostly activators. actives 0.064% (n = 350,000);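 also: potency is read from the fitted curve at half-maximal effect; 100% = response of the positive control SU9516; nearly all actives have a fitted effect of over 60% in size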
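alpha7betagal+/- myoblasts (passage 13, 250/well) treated 48 h at 37C with compounds at 1:260 dilution of DMSO stock. Lysed, then beta-galactosidase activity read as FDG fluorescence (ex 480/em 540) after 30 min, with pre-read for autofluorescence.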
TSHR antag = antagonists of human thyroid stimulating hormone receptor; P16473; TSHR-expressing cells, TSH-stimulated cAMP HTRF, 2 h; stronger effect = lower value; activity change, negative = inhibition, % at 11.5 µM; actives 0.2% (n = 330,000);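 active = activity change below a set negative limit, meaning inhibition stronger than a set level, cut at about -70% in these data; inconclusive = activity change between two set negative limits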; also: % is scaled to controls: 0 for no effect and ±100 for the full control effect
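TSHR-expressing cells, 200/well, pre-treated with compound, then stimulated with EC80 TSH (4nM final) for 2 hours at 37 deg C. cAMP measured by competitive HTRF: anti-cAMP cryptate antibody in lysis buffer plus cAMP-d2, read after 30 minutes at room temperature.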
TCR act = activators of T cell receptors; primary human leukocytes, anti-CD3, IL-2 HTRF, 48 h; Potency, µM (highest dose often 9.22 µM), inactives show at the highest dose activation of IL-2 secretion, most hits filed as activators; 330,000 tested, under 10 active; AID 504894; also: % of control where 0% means no effect
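HTRF read-out of IL-2 secretion: europium cryptate donor excited at 320nm, d2 acceptor emission at 665nm. Cells were primary human leukocytes incubated 48 hr with compounds and a-CD3 beads, supplying TCR signal only.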
Active calls of the source: *; ? = inconclusive; nt = no result given; & = joins results of further samples; [ ] = dose if it differs, or a comment. Unless noted, calls follow the shape of the dose curve; as a rule, active = well fitted curve in the direction sought with a large enough effect; inconclusive = small, poorly fitted or top-dose-only effect, or another doubt; inactive = no such curve, though single readings can be large; an effect the other way counts as inactive or inconclusive. An unsorted share of the library; about 3.2% have a hit in one of these screens.

SMILES	Mito fusion act	Tb PFK inh	PTAP TSG101 blk	S-ASM inh	ELG1 DNA repair	A-T KAP1 phos	BCR signal inh	Eya2 phos inh	a7 integrin act	TSHR antag	TCR act
O=c1cc(O)nc[nH]1	-1%	0%	-8%	9%	14%	3%	?	-1%	-2%	1	5%
CCc1ccc(NC(=O)CSc2ccccn2)cc1	-5%	0%	-5%	5%	?	2%	?	-1%	3%	2	1%
Cn1c(SCC(N)=O)nnc1C1CCN(S(=O)(=O)c2ccccc2C(F)(F)F)CC1	-1%	1%	-4%	-1%	14%	6%	3%	2%	-14%	-9	4%
COc1cc(/C=N/NC(=O)C(C)n2nnc3ccccc32)ccc1O (configuration not stated)	-6%	-2%	-2%	2%	?	-1%	-15%	-4%	-23%	8	-3%
Cc1ccccc1-c1nc(CN2CCCC(C(=O)NCCCN3CCOCC3)C2)c(C)o1 (configuration not stated)	2%	5%	-1%	4%	8%	-3%	-13%	-1%	-46%[inhibitor]	19	-2%
Cn1c(=O)c2c(nc(CN3CCN(C(=O)c4ccco4)CC3)n2CCCc2ccccc2)n(C)c1=O	0%	1%	-2%	7%	?	10%	?	8%	-12%	24	-4%
O=C(Cc1c(Cl)cccc1Cl)Nc1ccncc1	3%	2%	0%	10%	-18%	6%	-2%	-7%	-8%	2	-12%
COc1ccc(C2NC(=O)c3sc4nc(C)c(C(C)=O)c(-c5ccc(Cl)cc5)c4c3N2)cc1 (configuration not stated)	-3%	-2%	0%	82%[activator]	5%	0%	?	0%	1%	-11	14%
CCC(Oc1ccccc1OC)C(=O)Nc1ccc2c(c1)OCO2 (configuration not stated)	13%	0%	-4%	28%	22%	-7%	3%	0%	14%	2	-1%
COc1cccc(C2CC(=O)Nc3cc(OC)c(OC)cc32)c1 (configuration not stated)	1%	3%	-2%	0%	7%	10%	?	1%	?	7	2%
CC(C)(C)OC(=O)n1cc(C(=O)c2ccccc2O)cn1	-2%	-3%	-2%	5%	5%	0%	-13%	-2%	15%	-4	8%
CCOC(=O)c1c(S(=O)(=O)NCC(=O)N2CCN(c3ccccc3)CC2)c(C)n(C)c1C	-14%	-9%	0%	-2%	13%	-2%	1%&-3%	-14%	?	-6	3%
CCOC(=O)N1CCC(NC(=O)CN2C(=O)COc3ccc(C(C)(C)C)cc32)CC1	5%	0%	0%	0%	2%	3%	4%	16%	-6%	18	4%
O=C(CC1C(=O)NCCN1Cc1cccc(F)c1F)NC1CCCCCC1 (configuration not stated)	-2%	2%	-4%	1%	5%	2%	-8%	0%	-18%	-16	5%
COC(=O)[C@H]1C[C@@H]1[C@H](NC(=O)c1ccccc1)c1ccccc1	8%	-2%	nt	5%	5%	4%	2%	6%	21%	2	-6%
COCCn1c(C)cc(C(=O)COc2ncnc3ccc(Br)cc23)c1C	-1%	-4%	-3%	-3%	?	1%	-2%	-7%	9%	-4	-3%
Cn1c(SCc2nc3ccccc3n2CCO)nc2ccccc21	0%	-3%	-4%	2%	-10%	0%	-12%	2%	2%	-3	3%
Cc1ccc2nc(C)cc(SCC(=O)N/N=C/c3ccco3)c2c1	-1%	0%	-9%	0%	-1%	9%	3%	-13%	-31%	-5	-30%
COCCNC(=S)N/N=C(\C)c1ccc(-n2ccnc2)cc1	-6%	0%	-3%	6%	-16%	-3%	-2%	8%	15%	-2	1%
O=C1CN(C(=O)COC(=O)c2c(F)cccc2Cl)c2ccccc2N1	nt	-2%	-3%	1%	4%	-5%	-8%	2%	0%	4	nt
NC(=O)c1ccccc1NC(=O)COC(=O)CSCc1cccc(Cl)c1	nt	1%	0%	-4%	13%	5%	0%	-27%	1%	-4	0%
Clc1ccccc1Nc1nc(-c2ccncc2)nc2ccccc12	12%	12%	-4%	-1%	?	-1%	-1%	5%	-22%	24	-2%
FC(F)(F)Oc1ccc(-c2cn3cccnc3n2)cc1	2%	4%	0%	165%[activator]	?	6%	?	16%	?	-9	-11%
CC(=O)N1CCc2cc(S(=O)(=O)CCC(=O)N3CCN(C(=O)c4ccco4)CC3)ccc21	-1%	-4%	-6%	5%	2%	1%	0%	-5%	-12%	26	-4%[46.1 µM]
C[C@H]1CN=C(Nc2ccccc2)N1CCCC1CCCC1	-4%	3%	-2%	5%	?	-5%	-20%	4%	-11%	20	-1%
CCCc1n[nH]c(=O)c2c1nnn2Cc1ccccc1F	11%	1%	0%	2%	18%	-1%	13%	2%	-2%	10	-5%
COc1ccccc1C(CNc1ccc(S(=O)(=O)N2CCCC2)cc1[N+](=O)[O-])N(C)C (configuration not stated)	0%	8%	1%	nt	12µM*	-6%	?	-13%	-18%	70	-2%
Cc1cccnc1CNC(=O)C1CCC(=O)N(CCc2cccc(F)c2)C1 (configuration not stated)	-7%	-3%	-4%	4%	-3%	1%	-15%	7%	-6%	-10	-12%
CCOc1ccc(S(=O)(=O)N2CCC(C(=O)N3CCCCCC3)CC2)cc1C	-4%	12%	-5%	1%	-15%	6%	1%	-11%	-11%	6	7%
COC(=O)c1ccc(C2/C(=C(\O)c3ccc(OC)c(C)c3)C(=O)C(=O)N2c2cc(C)on2)cc1 (configuration not stated)	-2%	2%	-7%	5%	9%	14%	-1%	19%	18%	-6	2%
COc1cc(CNc2ccc3[nH]c(=O)[nH]c3c2)ccc1OCc1ccccc1C	1%	-5%	-1%	-4%	7%	2%	-9%	7%	0%	9	-5%
O=C(N/N=C/c1ccco1)C1CC1c1ccccc1 (configuration not stated)	-8%	-27%	-5%	2%	12%	11%	6%	-8%	13%	-2	-2%[46.1 µM]
CCOc1ccc(CCNC(=O)c2cc(=O)[nH]c3ccc(S(=O)(=O)N(CC)CC)cc23)cc1OCC	-2%	10%	2%	-3%	3%	-6%	4%	4%	-7%	20	4%
Cc1ccc(NC(=O)COC(=O)c2ccco2)cc1C	1%	-6%	-4%	0%	11%	1%	6%	-2%	-8%	-6	1%
CCN(CC)CCOc1c(C)cccc1Cl	4%	-5%	0%	3%	-11%	3%	-8%	18%	0%	-2	-1%
CCOc1ccc(NC(=O)CC2NCCNC2=O)cc1 (configuration not stated)	-1%	-2%	-1%	7%	24%	1%	0%	3%	22%	-4	9%
NS(=O)(=O)c1ccc(N/N=C/c2ccncc2)cc1	4%	2%	0%	2%	6%	8%	-15%	8%	-26%	-6	-2%
Cn1cc(CCC(=O)NCc2cccc(Cl)c2)c2ccccc21	32µM*	-25%	1%	-3%	?	5%	0%	-1%	?	17	1%
COc1ccc2c(c1)c1ncn(CCCN3CCOCC3)c(=O)c1n2C	2%	-1%	-2%	204%[activator]	5%	5%	3%	-9%	16%	5	-1%
FC(F)(F)c1cccc(N2CCN(CC3CC=CCC3)CC2)c1 (configuration not stated)	0%	4%	-2%	-2%	-14%	8%	6%	-40%	-5%	-2	3%
COC(=O)C(NNc1ccccc1)(NC(=O)c1ccc(F)cc1)C(F)(F)F (configuration not stated)	-1%	-3%	2%	-2%	-14%	-2%	?	0%	-10%	1	1%
O=C(NCc1ccc(Cl)cc1)c1cnccn1	3%	-20%	-3%	3%	-13%	0%	-2%	17%	-14%	-1	0%

Random excerpt: two entries already listed.
SMILES	Mito fusion act	Tb PFK inh	PTAP TSG101 blk	S-ASM inh	ELG1 DNA repair	A-T KAP1 phos	BCR signal inh	Eya2 phos inh	a7 integrin act	TSHR antag	TCR act
CCOc1ccc(S(=O)(=O)N2CCC(C(=O)N3CCCCCC3)CC2)cc1C	-4%	12%	-5%	1%	-15%	6%	1%	-11%	-11%	6	7%
Cc1ccc(NC(=O)COC(=O)c2ccco2)cc1C	1%	-6%	-4%	0%	11%	1%	6%	-2%	-8%	-6	1%

Compound activity (PubChem)
